RXFP1 ag: qHTS Assay for Agonists of the Relaxin Receptor RXFP1; HEK293T-RXFP1 cAMP TR-FRET, 30 min; response scale: percent of porcine relaxin response, buffer zero; 370,000 tested, 0.3% active; Potency, µM (titrated, usually from 57.5 µM), inactives show top-dose activation, actives largely listed as activators; Relaxin receptor 1 (Homo sapiens), Q9HBX9; AID 2676, 2010; also: potency is read from the fitted curve at half-maximal effect; % is scaled to controls: 0 for no effect and ±100 for the full control effect; nearly all actives have a fitted effect of over 60% in size; many of its hits are not listed in these tables
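cAMP rise read by TR-FRET after 30 min, 37C compound exposure (up to 58 uM) in RXFP1-transfected HEK293 cells with Ro 20174 present. EC50 from Hill-equation fits, with 29 nM porcine relaxin as 100% and buffer as basal.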
mIDH1 inhibitor: qHTS for Inhibitors of mutant isocitrate dehydrogenase 1 (IDH1): qHTS. Isocitrate dehydrogenase [NADP] cytoplasmic (Homo sapiens), O75874. IDH1-R132H enzyme, NADPH consumption, diaphorase/resazurin fluorescence. Potency, µM (highest dose often 76.6 µM), without a hit: at the top dose activity change, negative = inhibition, hits mostly inhibitors. 390,000 tested, 0.093% active. AID 602179, 2012; also: potency is read from the fitted curve at half-maximal effect; % is scaled to controls: 0 for no effect and ±100 for the full control effect; nearly all actives have a fitted effect of over 65% in size
Target sequence (O75874 whole entry R132H, stated change not applied): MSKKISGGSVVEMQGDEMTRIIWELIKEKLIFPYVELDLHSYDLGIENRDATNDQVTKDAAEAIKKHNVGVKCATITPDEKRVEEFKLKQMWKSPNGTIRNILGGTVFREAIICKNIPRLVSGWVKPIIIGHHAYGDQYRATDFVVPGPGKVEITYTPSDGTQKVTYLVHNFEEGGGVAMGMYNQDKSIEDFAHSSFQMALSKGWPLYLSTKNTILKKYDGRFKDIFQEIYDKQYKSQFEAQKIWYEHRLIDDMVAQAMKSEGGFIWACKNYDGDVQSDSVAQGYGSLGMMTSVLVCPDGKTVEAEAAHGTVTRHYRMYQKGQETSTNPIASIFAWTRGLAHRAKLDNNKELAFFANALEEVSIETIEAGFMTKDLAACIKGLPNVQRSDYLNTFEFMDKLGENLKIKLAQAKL
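IDH1-R132H (0.5 ug/mL) preincubated 30 min with compound, then NADPH (0.016 mM) and alpha-KG (2 mM) added; 80 min at RT, pH 7.5. Remaining NADPH coupled via diaphorase/resazurin to fluorescence (540/590 nm); concentration-response curves normalized to no-enzyme control.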
PI4K2A inh: qHTS for small molecular inhibitors of PI4K2A; Phosphatidylinositol 4-kinase type 2-alpha (Homo sapiens), Q9BTU6; purified PI4K2A, ADP-Glo luminescence, 1 h; stronger effect = lower value; activity change, negative = inhibition, % at 76.9 µM; 420,000 tested, 0.13% active; AID 1346378, 2018; in the data active = activity change below about -50%; inconclusive = mostly about -30% to -49%;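 also: -100% = wells without enzyme as full effect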
Target sequence (Q9BTU6 whole entry, looked up): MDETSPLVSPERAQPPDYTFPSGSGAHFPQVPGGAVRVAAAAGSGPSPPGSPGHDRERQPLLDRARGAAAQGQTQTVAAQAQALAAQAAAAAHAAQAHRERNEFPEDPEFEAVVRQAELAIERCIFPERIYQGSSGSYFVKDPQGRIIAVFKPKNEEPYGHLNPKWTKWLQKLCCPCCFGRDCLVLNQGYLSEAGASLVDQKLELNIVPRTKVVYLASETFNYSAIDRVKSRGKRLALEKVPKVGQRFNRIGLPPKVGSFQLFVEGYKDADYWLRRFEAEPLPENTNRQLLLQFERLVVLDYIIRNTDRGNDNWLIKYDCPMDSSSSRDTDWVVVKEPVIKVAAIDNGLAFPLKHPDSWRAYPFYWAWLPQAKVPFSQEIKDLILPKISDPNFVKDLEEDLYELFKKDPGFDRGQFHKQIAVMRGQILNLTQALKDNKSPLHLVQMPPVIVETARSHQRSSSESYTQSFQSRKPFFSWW
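Compounds are screened against recombinant PI4K2A using PI as substrate and ATP, the latter dispensed at 300 microM. Reactions run one hour at ambient temperature before ADP-Glo detection; full inhibition defined by wells lacking enzyme.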
Vif-APOBEC3F blk: qHTS for Inhibitors of Vif-A3F Interactions: qHTS; HeLa A3F-eYFP + Vif (tagged APOBEC3F with the HIV-1 protein that degrades it), YFP fluorescence increase; 390,000 tested, 0.2% active; Potency, µM (doses to about 46.1 µM), for the others: at the top dose activity, negative = active; AID 602313, 2012; also: potency is read from the fitted curve at half-maximal effect; % of control where 0% means no effect; nearly all actives have a fitted effect of over 65% in size
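Fluorescence increase (Ex 488/Em 500-530) after overnight compound treatment at 37 deg C flags inhibition of Vif-driven A3F-eYFP loss in stable HeLa A3F-eYFP/Vif cells seeded overnight beforehand.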
TrxR1 substrate: qHTS Assay for Substrates of Mammalian Selenoprotein Thioredoxin Reductase 1 (TrxR1): qHTS | 390,000 tested, 0.01% active | Thioredoxin reductase 1, cytoplasmic (Rattus norvegicus), O89049 | AID 588456, 2011 | purified TrxR1 substrate turnover, NADPH consumption readout | Potency, µM (series often up to 114 µM), for inactives: at the highest dose activity change, negative = substrate turnover; also: potency is read from the fitted curve at half-maximal effect; % is scaled to controls: 0 for no effect and ±100 for the full control effect; nearly all actives have a fitted effect of over 50% in size
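Rat TrxR1, dispensed at 90 nM, was prereduced with 400 uM NADPH (final) for 5 min at ~22 deg C, then incubated with compound 15 min before 400 uM selenite. A first-read NADPH fluorescence drop versus no-compound background flagged substrates.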
Vif-APOBEC3G blk: qHTS for Inhibitors of Vif-A3G Interactions: qHTS | DNA dC->dU-editing enzyme APOBEC-3G (Homo sapiens), Q9HC16 | HeLa A3G-eYFP + Vif (tagged APOBEC3G with the HIV-1 protein that degrades it), YFP fluorescence, overnight | Potency, µM (titrated, usually from 46.1 µM), inactives show at the top dose activity, negative = active, most hits filed as inhibitors | 410,000 tested, 0.076% active | AID 602310, 2012;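 also: potency is read from the fitted curve at half-maximal effect; % is scaled to controls: 0 for no effect and ±100 for the full control effect; nearly all actives have a fitted effect of over 60% in size; hits raise eYFP signal because A3G escapes Vif-driven loss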
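HeLa cells stably expressing Vif and C-terminally eYFP-tagged A3G, seeded overnight at 37 deg C, then exposed to compound by pintool overnight at 37 deg C. Rise in yellow fluorescence (Ex 488/Em 500-530, Acumen) marks blocked Vif-driven A3G degradation.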
LDHA block: qHTS assay for inhibitors of human lactate dehydrogenase; activity change, % (values are at about 110 or 230 µM); AID 1347041, 2019; 480,000 tested, 0.15% active; L-lactate dehydrogenase A chain (Homo sapiens), P00338; purified LDHA, NADH/diaphorase-resazurin fluorescence; stronger effect = lower value; in the data active = activity change below about -30%; inconclusive = mostly about -25% to -30%;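 also: plate controls were DMSO wells for no effect and wells without enzyme for full effect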
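LDH5 2 nM; NADH 0.06 mM, pyruvate 0.2 mM; 200 mM Tris pH 7.4, EDTA, Tween-20; 5 min RT. Detection: diaphorase 0.133 mg/mL + resazurin 37 µM, fluorescence ex540/em590 at 0 and 20 min; normalized to enzyme-free and DMSO wells.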
USP1 inh: Inhibitors of USP1/UAF1: Primary Screen; AID 743255, 2014; recombinant USP1/UAF1, Ub-Rhodamine cleavage fluorescence; Ubiquitin carboxyl-terminal hydrolase 1 (Homo sapiens), O94782; Potency, µM (series often up to 57.1 µM), for the others: top-dose activity change, negative = inhibition, most hits filed as inhibitors; 390,000 tested, 0.23% active; also: potency is read from the fitted curve at half-maximal effect; % is scaled to controls: 0 for no effect and ±100 for the full control effect; nearly all actives have a fitted effect of over 60% in size; inactives centre near -12
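Step one: compound is pinned into 1nM USP1/UAF1 in HEPES pH 7.8 buffer with TCEP. Step two: 15 min room-temperature incubation. Step three: Ub-Rho (150nM final) starts cleavage, tracked by fluorescence over six one-minute reads.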
Glioma ERSR ind: qHTS for Inducers of the Endoplasmic Reticulum Stress Response (ERSR) in Human Glioma: qHTS; Potency, µM, for the others: at the top dose activation, hits mostly activators; U87-MG GRP78 promoter luciferase reporter, 16 h; AID 602332, 2012; 420,000 tested, 0.02% active; also: potency is read from the fitted curve at half-maximal effect; series mostly up to about 76 µM; % of control where 0% means no effect; nearly all actives have a fitted effect of over 35% in size
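ERSR induction read as luciferase luminescence (Bright-Glo, 10 min at room temperature) in stably transfected human U87-MG glioma cells exposed to compounds for 16 h, using GRP78 as sensor.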
Active calls of the source: *; [ ] = remark or other dose. Unless noted, calls follow the shape of the dose curve; as a rule, active = well fitted curve in the direction sought with a large enough effect; inconclusive = small, poorly fitted or top-dose-only effect, or another doubt; inactive = no such curve, though single readings can be large; an effect the other way counts as inactive or inconclusive.

Sample of the layout, 2 compounds:
`CSC(=O)CC(=O)NC(=O)c1ccccc1` gave RXFP1 ag 0.8%, mIDH1 inhibitor 1%, PI4K2A inh -1, Vif-APOBEC3F blk 6%, TrxR1 substrate -3%, Vif-APOBEC3G blk 0%, LDHA block -3, USP1 inh inconclusive and Glioma ERSR ind -3%.
Screening CCn1c(SCC(=O)N2c3ccccc3CCc3ccccc32)nnc1-c1ccc(OC)cc1 returned RXFP1 ag 1.7%, mIDH1 inhibitor 6%, PI4K2A inh 3, Vif-APOBEC3F blk -7%, TrxR1 substrate -2%, Vif-APOBEC3G blk -1%, LDHA block -9, USP1 inh -15% and Glioma ERSR ind -4%.

Main list, from the start:
`CSC(=O)CC(=O)NC(=O)c1ccccc1` gave RXFP1 ag 0.8%, mIDH1 inhibitor 1%, PI4K2A inh -1, Vif-APOBEC3F blk 6%, TrxR1 substrate -3%, Vif-APOBEC3G blk 0%, LDHA block -3, USP1 inh inconclusive and Glioma ERSR ind -3%.
Screening CCn1c(SCC(=O)N2c3ccccc3CCc3ccccc32)nnc1-c1ccc(OC)cc1 returned RXFP1 ag 1.7%, mIDH1 inhibitor 6%, PI4K2A inh 3, Vif-APOBEC3F blk -7%, TrxR1 substrate -2%, Vif-APOBEC3G blk -1%, LDHA block -9, USP1 inh -15% and Glioma ERSR ind -4%.
For COc1ccccc1N1CCN(c2ccc(Cl)nn2)CC1 the results were RXFP1 ag 1.0%, mIDH1 inhibitor -8%, PI4K2A inh 12, Vif-APOBEC3F blk -1%, TrxR1 substrate -4%, Vif-APOBEC3G blk 1%, LDHA block -2, USP1 inh -16% and Glioma ERSR ind -3%.
CC1(NC(=O)CCc2ccccc2)CCN(CCCc2ccccc2)C1=O (centres undefined) was read as RXFP1 ag 0.0%, mIDH1 inhibitor -3%, PI4K2A inh -3, Vif-APOBEC3F blk -9%, TrxR1 substrate 7%, Vif-APOBEC3G blk 6%, LDHA block -4, USP1 inh -20% and Glioma ERSR ind -1%.
CNc1[nH]ncc1[N+](=O)[O-] was read as RXFP1 ag 2.3%, mIDH1 inhibitor 10%, PI4K2A inh 1, Vif-APOBEC3F blk 11%, TrxR1 substrate -5%, Vif-APOBEC3G blk -1%, LDHA block -5, USP1 inh -8% and Glioma ERSR ind 0%.
`O=C(CC1Sc2ncnn2C1=O)Nc1ccccc1` (centres undefined) gave RXFP1 ag 0.6%, mIDH1 inhibitor 5%, PI4K2A inh 0, Vif-APOBEC3F blk -5%, TrxR1 substrate 7%, Vif-APOBEC3G blk -1%, LDHA block -5, USP1 inh -1% and Glioma ERSR ind -2%.
For O=C(c1ccccc1[N+](=O)[O-])N(CCc1ccccc1)Cc1ccccc1 the results were RXFP1 ag -0.1%, mIDH1 inhibitor -1%, PI4K2A inh -5, Vif-APOBEC3F blk 2%, TrxR1 substrate -2%, Vif-APOBEC3G blk 7%, LDHA block 2, USP1 inh -22% and Glioma ERSR ind 6%.
For CCOC(=O)c1cccnc1SCC(=O)Nc1ccc(C)cc1C the results were RXFP1 ag -0.2%, mIDH1 inhibitor -1%, PI4K2A inh -8, Vif-APOBEC3F blk 13%, TrxR1 substrate 5%[57.1 µM], Vif-APOBEC3G blk 0%, LDHA block -6, USP1 inh -2% and Glioma ERSR ind 2%.
Screening COc1ccccc1N1C(=O)c2cccc3cccc(c23)C1=O returned RXFP1 ag 5.2%, mIDH1 inhibitor 6%, PI4K2A inh 2, Vif-APOBEC3F blk 2%, TrxR1 substrate -2%, Vif-APOBEC3G blk 1%, LDHA block -9, USP1 inh -10% and Glioma ERSR ind -6%.
`CC(C)CC(NC(N)=O)C(=O)NCCc1ccc(Cl)cc1Cl` (centres undefined) gave RXFP1 ag 0.1%, mIDH1 inhibitor -2%, PI4K2A inh 6, Vif-APOBEC3F blk 1%, TrxR1 substrate 5%, Vif-APOBEC3G blk 1%, LDHA block -1, USP1 inh -6% and Glioma ERSR ind -5%.
Screening COc1cccc(N2CCN(C(=O)C3C4C=CC5(CN(Cc6ccccc6Cl)C(=O)C35)O4)CC2)c1 (centres undefined) returned RXFP1 ag 0.8%, mIDH1 inhibitor 1%, PI4K2A inh 2, Vif-APOBEC3F blk -13%, TrxR1 substrate -1%, Vif-APOBEC3G blk -2%, LDHA block 5, USP1 inh -7% and Glioma ERSR ind 4%.
CCOC(=O)c1cccc(NC(=O)c2ccc(-n3cnnn3)cc2)c1 was read as mIDH1 inhibitor 0%, PI4K2A inh 11, Vif-APOBEC3F blk inconclusive, TrxR1 substrate 2%, Vif-APOBEC3G blk -1%, LDHA block -11, USP1 inh -10% and Glioma ERSR ind -1%.
`CN1C(=O)C(C)(C)c2cc(S(=O)(=O)N3CCCC3C(=O)NCc3ccccc3Cl)ccc21` (centres undefined) gave RXFP1 ag 3.6%, mIDH1 inhibitor 21%, PI4K2A inh -1, Vif-APOBEC3F blk 4%, TrxR1 substrate -5%[57.1 µM], Vif-APOBEC3G blk 1%, LDHA block 0, USP1 inh -9% and Glioma ERSR ind -4%.
Screening Cc1cccc(Cn2c(NC3CCCC3)nc3c2c(=O)[nH]c(=O)n3C)c1 returned mIDH1 inhibitor -1%, PI4K2A inh -3, Vif-APOBEC3F blk 4%, Vif-APOBEC3G blk -3%, LDHA block 1, USP1 inh -12% and Glioma ERSR ind -1%.
Screening COc1ccc(C2c3c(oc4ccccc4c3=O)C(=O)N2c2ccccn2)cc1OC (centres undefined) returned RXFP1 ag -1.4%, mIDH1 inhibitor -7%, PI4K2A inh -3, Vif-APOBEC3F blk 4%, TrxR1 substrate 5%[57.1 µM], Vif-APOBEC3G blk 0%, LDHA block -16, USP1 inh -2% and Glioma ERSR ind -2%.
CCc1cccc(Oc2nn[nH]n2)c1 was read as RXFP1 ag 0.4%, mIDH1 inhibitor -2%, PI4K2A inh -2, Vif-APOBEC3F blk -1%, TrxR1 substrate 7%[57.1 µM], Vif-APOBEC3G blk 1%, LDHA block -9, USP1 inh -13% and Glioma ERSR ind 8%.
`Cc1cc(C(=O)OC(C)C(=O)NC2CCCCC2C)c2ccccc2n1` (centres undefined) gave mIDH1 inhibitor 0%, PI4K2A inh -1, Vif-APOBEC3F blk -4%, Vif-APOBEC3G blk -5%, LDHA block -7, USP1 inh -27% and Glioma ERSR ind -2%.
Screening COc1ccc(S(=O)(=O)N2CCCCC2)cc1NC(=O)c1ccco1 returned RXFP1 ag 7.1%, mIDH1 inhibitor 4%, PI4K2A inh -1, Vif-APOBEC3F blk 1%, TrxR1 substrate -8%, Vif-APOBEC3G blk 5%, LDHA block -4, USP1 inh -9% and Glioma ERSR ind -4%.
`Cc1nn(CC(=O)NCc2ccc(OC(C)C)cc2)c(=O)c2cc(-c3ccccc3)nn12` gave RXFP1 ag 3.1%, mIDH1 inhibitor -9%, PI4K2A inh -1, Vif-APOBEC3F blk -8%, TrxR1 substrate 0%, Vif-APOBEC3G blk 1%, LDHA block -2, USP1 inh -22% and Glioma ERSR ind -5%.
CC(=O)Nc1ccc(S(=O)(=O)NCCC(=O)OCC(=O)c2cccc(Br)c2)cc1 was read as RXFP1 ag 2.0%, mIDH1 inhibitor 6%, PI4K2A inh 2, Vif-APOBEC3F blk 1%, TrxR1 substrate -4%, Vif-APOBEC3G blk -1%, LDHA block -1, USP1 inh -19% and Glioma ERSR ind 3%.
`O=C(COc1ccc(Cl)cc1)NNC(=O)CSc1nncs1` gave RXFP1 ag -2.0%, mIDH1 inhibitor 1%, PI4K2A inh 0, Vif-APOBEC3F blk -11%, TrxR1 substrate 2%[57.1 µM], Vif-APOBEC3G blk -3%, LDHA block -5, USP1 inh -18% and Glioma ERSR ind -4%.
Screening Cc1cc(NC(=O)COC(=O)c2ccc([N+](=O)[O-])cc2Cl)no1 returned RXFP1 ag -1.6%, mIDH1 inhibitor -11%, PI4K2A inh 2, Vif-APOBEC3F blk 0%, TrxR1 substrate 0%, Vif-APOBEC3G blk -11%, LDHA block -4, USP1 inh -9% and Glioma ERSR ind -1%.
For COc1ccc(-c2cnnn2-c2ccc(NC(=O)c3ccc(S(=O)(=O)N4CCCCC4)cc3)cc2)cc1OC the results were RXFP1 ag 5.5%, mIDH1 inhibitor 1%, PI4K2A inh 3, Vif-APOBEC3F blk -8%, TrxR1 substrate -7%, Vif-APOBEC3G blk 2%, LDHA block -3, USP1 inh -2% and Glioma ERSR ind -2%.

High-throughput results from PubChem.

Some of the compounds tested. The share of hits here may be higher or lower than overall.
